Source: PubChem (NCI)
All columns: NCI-60 one-dose screen, growth in % after 48 h at 10 µM unless noted; 100 = growth as untreated, 0 = no growth, -100 = all killed.
HL-60(TB) – HL-60(TB) leukemia cells | 9% of 78,000 active; active means growth percent below 10
The depositor's hits bear a star; & = joins results of further samples; [ ] = dose if it differs, or a comment. An excerpt, so the mix of outcomes need not match the whole.

item	smiles	HL-60(TB)
1	CCOC(=O)CNc1ccc2c(c1)C(=O)c1ccccc1-2	104
2	NC(C/[N+]([O-])=N/O)C(=O)O (stereo not drawn)	69
3	O=C1OC2C(I)C3CC1C2C3 (stereo not drawn)	91
4	Cn1ccc(=O)[nH]c1=O	91
5	C=C(C)[C@@H]1CC[C@]2(C(N)=O)CC[C@]3(C)[C@H](CC[C@@H]4[C@@]5(C)C/C(=C/c6cc(OC)cc(OC)c6)C(=O)C(C)(C)[C@@H]5CC[C@]43C)[C@@H]12	35
6	O=c1cc(N/N=C/c2ccc(F)cc2)c2cc(Cl)ccc2[nH]1	-9.2*
7	CCN1CCN(C(=O)[C@]23CCC(C)(C)C[C@H]2C2=CC[C@@H]4[C@@]5(C)CC/C(=N/O)C(C)(C)[C@@H]5CC[C@@]4(C)[C@]2(C)CC3)CC1	-9.7*
8	CCCCC(O)Cn1ncc(C(=O)OCC)c1NC(=O)Nc1cccc(C(F)(F)F)c1 (stereo not drawn)	96
9	O/N=C(\c1ccco1)C(O)c1ccco1 (stereo not drawn)	103
10	CC(=O)Nc1ccc(Oc2ncnc3sc(C)c(C)c23)cc1	103
11	Cc1ccc(OC(=O)c2ccccc2)cc1	103
12	COc1ccc2nc(SCC(=O)NCc3ccccc3)[nH]c2c1	95
13	O=c1[nH]c2ccccc2cc1CSc1ccccc1Nc1nccc(-c2ccc(C(F)(F)F)cc2)n1	90
14	N#CC(C#N)=Cc1ccc(Cl)cc1	97
15	S=P(NC1CCCCC1)(N1CC1)N1CC1	91
16	CCN(CC)CCNC1CC(C)CC(C)(C)C1 (stereo not drawn)	99
17	O=C1/C(=C/C2=Cc3ccccc3OC2)SC(=S)N1c1ccccc1	83
18	CNC(=S)N(C1CCCCC1)C1CCCCC1	81
19	O=C(Nc1cc(C(F)(F)F)cc(C(F)(F)F)c1)Nc1ccccc1B(F)F	85
20	COC(=O)c1c(C)[nH]c2c3c(c(OC(C)=O)cc12)[C@H]1C[C@@H]2[C@@]4(C)CCCC(C)(C(=O)O)[C@@H]4CC[C@@]32C=C1C(C)C (stereo partly drawn)	108
21	COC(=O)c1ccc2c(c1)[n+](=O)c(C(N)=O)c(C)n2[O-]	60
22	COc1cc2c(cc1OCCCCCCN1CCN(CC(=O)Nc3ccc(Cl)cc3C(=O)c3ccccc3Cl)CC1)N=CC1CCCN1C2=O (stereo not drawn)	-86*
23	COc1cc(C2C(C(=O)Nc3ccccn3)=C(C)NC(C)=C2C(=O)Nc2ccccn2)cc(CN2CCCCC2)c1O	101
24	CC(C)c1nn[nH]n1	108
25	C[C@@H]1CC2C3CCC4=CC(=O)C=C[C@]4(C)[C@@]3(F)[C@@H](O)C[C@]2(C)[C@H]1C(=O)CO (stereo partly drawn)	102
26	NC(=O)Cc1nc(O)cs1	94
27	N#Cc1nn(-c2cc(=O)[nH]c3ccc(Br)cc23)c(N)c1C#N	-11*
28	Cc1[nH]n(-c2ccccc2)c(=O)c1N=Nc1ccc(S(=O)(=O)N=C(N)N)cc1	73
29	C/C(=N\N1C(=O)c2ccccc2NC1c1ccccc1[N+](=O)[O-])c1c(O)cc(C)oc1=O (stereo not drawn)	89
30	COC(=O)c1nc(N)nc(C(=O)OC)c1C(=O)c1ccccn1	117
31	Cc1c(-c2ccccc2)n[nH]c1-c1[nH]nc(-c2ccccc2)c1C	92
32	COc1ccc(-c2cc(-c3ccc(F)cc3)c(C#N)c(=O)[nH]2)c(OC)c1	88
33	CCCCOc1ccc(C(=O)OC(C)CNCCC)cc1N (stereo not drawn)	84
34	CC[C@@H]1OC(=O)[C@H](C)[C@@H](O[C@H]2C[C@@](C)(OC)[C@@H](O)[C@H](C)O2)[C@H](C)[C@@H](O[C@@H]2O[C@H](C)C[C@H](N(C)C)[C@H]2O)[C@](C)(O)C[C@@H](C)[C@@H]2N[C@@H](COCCOC)O[C@H]([C@H]2C)[C@]1(C)O	94
35	CC1=NN(c2ccccc2)C(=O)/C1=C\c1cc(=O)oc2ccc(C)cc12	91
36	Cc1nn(-c2cc(NC3CCC(O)CC3)c3c(=O)[nH]c(CCC(F)(F)F)cc3c2)c2c1C(=O)CC(C)(C)C2 (stereo not drawn)	28
37	CCN1CCN(c2nc(C)cc(N(CCCNc3ccnc4cc(Cl)ccc34)Cc3ccco3)n2)CC1	38
38	O=C(Nc1ncccc1OCc1cn(Cc2ccc(F)cc2)nn1)c1ccccc1	69
39	c1ccc2c(c1)Sc1cnccc1N2CC1CO1 (stereo not drawn)	92
40	CC1(COC2Nc3ccc([N+](=O)[O-])cc3OC2(C)CO)C=Nc2ccc([N+](=O)[O-])cc2O1 (stereo not drawn)	91
41	COc1ccc(/C=C2\CCCC3=C2N=C2SC(C)=NN2C3c2ccc(OC)cc2)cc1 (stereo not drawn)	94
42	Nc1nnc(-c2cc(=O)oc3ccc4ccccc4c23)o1	97
43	CSc1ccc(CNc2ccc(N3CCOCC3)c(C(=O)O)c2)cc1	97
44	Clc1ccc(CN2CCO[C@H](CSc3ccccc3)C2)cc1	102
45	O=C(CCc1nnc2sc(-c3ccccc3O)nn12)c1nc2ccccc2[nH]1	102
46	CC(=O)c1ccc(NC(=O)Nc2ccc(S(=O)(=O)Nc3ccc(Cl)nn3)cc2)cc1	109
47	CC(=O)NC1CCC(OC(=O)Nc2ccccc2)CC1 (stereo not drawn)	99
48	O=C(NCCCCO)c1cncnc1Nc1ccc2c(ccn2Cc2cccc(F)c2)c1	100
49	CN1CC(=O)N2[C@H](c3ccc4c(c3)OCO4)c3[nH]c4ccccc4c3C[C@@H]2C1=O	96
50	COc1cc(C2C3=C(COC3=O)N(CCO)c3cc4c(cc32)OCO4)cc(OC)c1O (stereo not drawn)	4.1*

More compounds
item	smiles	HL-60(TB)
51	COc1cc(/C=C/c2ccnc3ccccc23)cc(OC)c1OC	16
52	COc1ccc(CCN=Cc2ccc(Cl)cc2)cc1OC	87
53	CN1CCN(c2ccc3nc(-c4ccc(OCCCCN5CCN(CCCCN6C(=O)c7cccc8cccc(c78)C6=O)CC5)cc4)[nH]c3c2)CC1	17
54	CCCCCCCCCCCCNC(=S)SCCC(=O)O	111
55	COc1ccn(C)c(=O)c1C#N	104
56	O=C1CCC23C=CC(O2)C2(Nc4ccccc4NC2=O)c2cc(Cl)ccc2N13 (stereo not drawn)	115
57	CCOC(=O)C1=C(C(=O)c2ccccc2)C(c2cccc(OC)c2)NC(=S)N1 (stereo not drawn)	102
58	O=C(NCCNc1nccc(-c2c(-c3cccc(O)c3)nc3sccn23)n1)Nc1ccccc1	95
59	NC(=O)CC(NC(=O)c1ccccc1)C(=O)O (stereo not drawn)	115
60	CCCCCCCCCCCCCCCCCCCC/C=C/C1CC(=O)OC1=O (stereo not drawn)	126
61	S=C(Nc1cccc2ccccc12)Nc1cccc2ccccc12	73
62	CCn1c(Sc2nnc(Nc3ccc(C)cc3)s2)nc2c1c(=O)n(C)c(=O)n2C	115
63	COc1ccc(C(=NNS(=O)(=O)c2ccc(C)cc2)c2ccc(Cl)cc2)cc1OC	104
64	O=C(O)CCC(NC(=O)c1ccc([N+](=O)[O-])cc1)C(=O)O (stereo not drawn)	100&93
65	O=C(O)/C=C(\Cc1ccccc1)C(=O)O	104
66	CS(=O)(=O)c1ccc(C(=O)N2N=C(c3ccc(F)cc3)CC2c2ccc(F)cc2)cc1 (stereo not drawn)	52
67	Cn1ccnc1C(=O)/C=C/c1ccc(C(=O)Nc2c(F)c(F)c(F)c(F)c2F)cc1	-22*
68	OC/C(Br)=C(\Br)CO	105
69	CN(C)c1nc(-c2ccccc2)c(/C=C2\SC(=S)N(CCCC(=O)O)C2=O)s1	110
70	COC(CCC#N)c1ccccc1 (stereo not drawn)	95
71	c1ccc(-c2c3c(n(C4CCCCC4)c2-c2ccccc2)N=NN2CCN=C32)cc1	102
72	O=C(O)C(CO)NC(=O)C(Cl)(Cl)Cl (stereo not drawn)	93
73	COC(=O)[C@@]1(O)C[C@H]2O[C@]1(C)n1c3ccccc3c3c4c(c5c6ccccc6n2c5c31)C(=O)NC4	-44*
74	Cn1cnc([N+](=O)[O-])c1Sc1ncn[nH]1	105
75	Oc1cc2oc3cc(O)c(O)cc3c2cc1O	103
76	Cc1sc2nc(CN(C)C(C)c3cccs3)nc(N)c2c1C (stereo not drawn)	46
77	O=[N+]([O-])c1ccc(/C=N/O)s1	90
78	O=c1c2cc(F)cc(Cl)c2sc2c(Cl)nc3ccccc3c12	115
79	Cn1c(=O)c2[nH]c(NC(N)=S)nc2n(C)c1=O	116
80	NS(=O)(=O)c1ccc(-n2c(-c3ccc(Cl)cc3)nc(/C=C3\C=Nc4ccccc43)c2O)cc1	96
81	Fc1ccc(-c2cn3ccnc3c(-c3ccc4ncn(C5CCCCC5)c4c3)n2)cc1	98
82	CCc1ccc(NCC(=O)Cn2cc(COc3ccc(C=Nc4cnc5ccccc5c4)cc3)nn2)cc1	102
83	O=C(CN1CCN(c2cc(=O)n(-c3ccccc3)c3ccccc23)CC1)Nc1nc(-c2ccccc2)cs1	37
84	Cn1cc(/C=c2\sc3nc4ccccc4n3c2=O)c2ccccc21	106
85	CC(=O)Oc1ccccc1C(=O)Nc1ccc(C(=O)/C=C/c2ccc(O)cc2)cc1	101
86	Cc1nc(Nc2nc3ccccc3o2)nc(-c2cccc([N+](=O)[O-])c2)c1C(=O)Nc1ccc(F)c(Cl)c1	-22*
87	Cc1ccc(S(=O)(=O)/C(=C\c2ccc(Cl)cc2)C(=O)c2ccc3ccccc3c2)cc1	108
88	CC/C(=C(/c1ccc(Cl)cc1)c1ccc(OCCN2CCOCC2)cc1)c1ccccc1	104
89	COc1cc(CCn2nnc3c(Nc4ccc(N5CCN(C)CC5)cc4)ncnc32)cc(OC)c1	106
90	Cn1c(N2CCCCC2)nc(-c2ccc([N+](=O)[O-])cc2)c(C#N)c1=O	113

Grouped by structure, those above containing bromine
item	smiles	HL-60(TB)
27	N#Cc1nn(-c2cc(=O)[nH]c3ccc(Br)cc23)c(N)c1C#N	-11*
68	OC/C(Br)=C(\Br)CO	105

Next section:
item	smiles	HL-60(TB)
91	S=P(N1CC1)(N1CC1)N1CC1	33&100
92	Cc1ccc(Nc2[nH]c(=O)[nH]c(=O)c2N=O)cc1	99
93	CCCCCCCCn1ccc2cc(NC(=O)CN3CCN(c4nc(C)cc(N5CCOCC5)n4)CC3)ccc21	66
94	COc1ccc(OC)c(C(=O)C[n+]2ccccc2)c1	97
95	c1cc(-c2nnc3n2CCc2sccc2-3)ccn1	97
96	O=C(O)c1ccc(NC(=O)c2nc(-c3ccccc3)n(-c3ccc(Cl)cc3)n2)cc1	101
97	O=C(NNc1ccc([N+](=O)[O-])cn1)Nc1cccc2ccccc12	78
98	O=C(Nc1ccccc1)SC1CCCCC1	90
99	CC1(C)C(=O)CC[C@]2(C)[C@H]3C(=O)C=C4[C@@H]5C[C@@](C)(C(=O)N6CCNCC6)CC[C@]5(C)CC[C@@]4(C)[C@]3(C)CC[C@@H]12	116
100	CCOc1ccc(C(=O)OCCCl)cc1	107
101	CC(C)(C)c1cc(C(C)(C)C)c(O)c(C(C)(C)C)c1	117
102	COc1cc2c(c(OC)c1OC)C(=O)CC(c1cccc(NC(=O)[C@@H](NC(=O)OC(C)(C)C)C(C)C)c1)O2 (stereo partly drawn)	97
103	COc1ccc(C(=S)N2CCN(c3cccc(C)c3)CC2)cc1OC	57
104	Cc1nc2c(=O)[nH]c(SCC(=O)O)nc2[nH]c1=O	104
105	COC(=O)C1Cc2ccccc2CN1C(=O)c1ccc2c(c1)Cc1ccccc1-2 (stereo not drawn)	13[50 µM]
106	C#C[C@@]1(O)[C@@H](CO)O[C@@H](n2cc(F)c3c(N)ncnc32)[C@@H]1O	-23*
107	CCCC(=O)Oc1ccc2ccccc2c1	99
108	Cc1nnc(-n2cccc2)s1	136
109	CCOC(=O)C1=C(C)NC(=O)NC1c1ccc(OCC(=O)N=Nc2c(O)[nH]c3ccc(C)cc23)cc1 (stereo not drawn)	101
110	Cc1cccc(C)c1Nc1nnc(-c2ccco2)o1	103
111	O=C(/C=C\c1ccccc1)N1c2ccccc2CC1c1c[nH]c2ccccc12 (stereo not drawn)	73
112	CCCCCc1ccc(S(=O)(=O)OCc2cc(=O)c(O)co2)cc1	99

Among those listed so far, 16 contain an aryl methoxy group:
item	smiles	HL-60(TB)
5	C=C(C)[C@@H]1CC[C@]2(C(N)=O)CC[C@]3(C)[C@H](CC[C@@H]4[C@@]5(C)C/C(=C/c6cc(OC)cc(OC)c6)C(=O)C(C)(C)[C@@H]5CC[C@]43C)[C@@H]12	35
12	COc1ccc2nc(SCC(=O)NCc3ccccc3)[nH]c2c1	95
22	COc1cc2c(cc1OCCCCCCN1CCN(CC(=O)Nc3ccc(Cl)cc3C(=O)c3ccccc3Cl)CC1)N=CC1CCCN1C2=O (stereo not drawn)	-86*
23	COc1cc(C2C(C(=O)Nc3ccccn3)=C(C)NC(C)=C2C(=O)Nc2ccccn2)cc(CN2CCCCC2)c1O	101
32	COc1ccc(-c2cc(-c3ccc(F)cc3)c(C#N)c(=O)[nH]2)c(OC)c1	88
41	COc1ccc(/C=C2\CCCC3=C2N=C2SC(C)=NN2C3c2ccc(OC)cc2)cc1 (stereo not drawn)	94
50	COc1cc(C2C3=C(COC3=O)N(CCO)c3cc4c(cc32)OCO4)cc(OC)c1O (stereo not drawn)	4.1*
51	COc1cc(/C=C/c2ccnc3ccccc23)cc(OC)c1OC	16
52	COc1ccc(CCN=Cc2ccc(Cl)cc2)cc1OC	87
55	COc1ccn(C)c(=O)c1C#N	104
57	CCOC(=O)C1=C(C(=O)c2ccccc2)C(c2cccc(OC)c2)NC(=S)N1 (stereo not drawn)	102
63	COc1ccc(C(=NNS(=O)(=O)c2ccc(C)cc2)c2ccc(Cl)cc2)cc1OC	104
89	COc1cc(CCn2nnc3c(Nc4ccc(N5CCN(C)CC5)cc4)ncnc32)cc(OC)c1	106
94	COc1ccc(OC)c(C(=O)C[n+]2ccccc2)c1	97
102	COc1cc2c(c(OC)c1OC)C(=O)CC(c1cccc(NC(=O)[C@@H](NC(=O)OC(C)(C)C)C(C)C)c1)O2 (stereo partly drawn)	97
103	COc1ccc(C(=S)N2CCN(c3cccc(C)c3)CC2)cc1OC	57
